Screens as filed in PubChem.
NR2E3 ag-1: inhibitors of NR2E3-RetCOR corepressor binding, primary screen, NR2E3 agonist project, biochemical, TR-FRET, GST-NR2E3, biotin-RetCOR; hit rate 0.12% among 320,000; inhibition of corepressor binding, % at 4.78 µM; 1536-well; AID 2300, 2010; Photoreceptor-specific nuclear receptor (Homo sapiens), Q9Y5X4;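 active = percent inhibition above the cutoff of mean plus 3 SD of all tested compounds, set per screening campaign, cut at about 20% in these data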;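 note: 0% = DMSO wells and 100% = biotin wells as full block of FRET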
Target sequence (Q9Y5X4 whole entry, looked up): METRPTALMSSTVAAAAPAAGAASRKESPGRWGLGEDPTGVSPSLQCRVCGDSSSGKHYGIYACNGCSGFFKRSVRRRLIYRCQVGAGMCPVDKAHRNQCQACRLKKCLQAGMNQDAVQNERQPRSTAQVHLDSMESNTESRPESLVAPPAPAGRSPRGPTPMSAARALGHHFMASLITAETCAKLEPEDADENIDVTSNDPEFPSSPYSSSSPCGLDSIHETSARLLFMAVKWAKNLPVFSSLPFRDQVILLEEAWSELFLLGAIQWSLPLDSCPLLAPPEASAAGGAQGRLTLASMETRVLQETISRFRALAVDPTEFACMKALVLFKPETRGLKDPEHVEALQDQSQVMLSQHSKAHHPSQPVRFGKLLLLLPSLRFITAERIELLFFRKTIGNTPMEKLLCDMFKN
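System: GST-tagged NR2E3 plus biotinylated RetCOR corepressor; Buffer or medium: pH 7.5 Tris-based buffer; Probe or stimulus: RetCOR corepressor, biotinylated, 7 nM; Doses: compound at 4.8 µM, single dose; Schedule: 5 h incubation at 4 °C; Technique: time-resolved FRET; Evaluation: percent inhibition of TR-FRET ratio; Replication: one well per compound, singlicate testing.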
hiPSC survival: enhancers of single-cell hiPSC survival, primary screen, ATPlite luminescence. AID 602274, 2012. 100% = ROCK inhibitor wells, 0% = DMSO. hit rate 0.044% among 360,000. survival enhancement, % at 20 µM; in the data active = survival enhancement above about 18%;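 note: cells exposed to compounds for 16 hours before the ATP read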
Peg3 promoter: Peg3 promoter-driven luciferase inhibitors, primary screen, cell-based, HeLa, luciferase luminescence; hit rate 1.7% among 360,000; inhibition, % at 20 µM; HeLa PEG-Prom luciferase reporter, overnight;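 active = inhibition of at least 50% at 20 µM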
NR2E3 ag-2: NR2E3 agonists in two-hybrid cells, primary screen, cell-based, luminescence, CHO-S, Gal4-NCOR/VP16-NR2E3 | luciferase | Photoreceptor-specific nuclear receptor (Homo sapiens), Q9Y5X4 | inhibition of corepressor binding, % at 3.98 µM | AID 602229, 2012 | hit rate 0.35% among 360,000;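 active = inhibition above the mean of all tested compounds plus 3 SD, cut at about 70% in these data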;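 note: 0% = DMSO with NR2E3 transfected cells and 100% = cells lacking NR2E3 construct; higher means lower luciferase signal from less NR2E3 corepressor binding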
CF NFkB block: inhibitors of PAF-induced NF-kB signaling, primary screen, cell-based, GFP fluorescence, uHTS; inhibition, % at 5 µM; KKLEB NF-kB-GFP reporter, GFP fluorescence overnight; hit rate 0.86% among 360,000;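 active = at least 50% inhibition at 5 µM, scaled per plate between neutral and stimulator controls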;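 note: PAF is a Pseudomonas aeruginosa culture filtrate used as stimulus; plate controls were PAF-stimulated DMSO wells for no effect and unstimulated DMSO wells for full effect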
LMP1 NFkB inh: EBV LMP1-driven NF-kappaB luciferase reporter inhibitors, primary screen, cell-based, luminescence, single point. LMP1-induced NF-kappaB luciferase reporter cells. inhibition, % at 12.5 µM. hit rate 0.69% among 350,000. AID 504558, 2011; in the data active = inhibition above about 41%;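 note: 0% = neutral control wells and 100% = reference inhibitor control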
HIF-2a inh: HIF-2a reporter inhibitors, primary screen, luminescence, 786-0 RCC cells | 786-0 RCC cells HIF-2a reporter, luciferase luminescence, overnight | inhibition, % at 18.8 µM | hit rate 0.72% among 360,000;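 active = inhibition of the luminescence signal of 40% or more relative to plate controls, in a single-dose primary screen at 18.75 µM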
C8 TRAIL sens: viability loss with TRAIL in NB7+C8 cells, primary screen, TRAIL sensitizer project, cell-based, ATPlite luminescence | inhibition (viability loss, TRAIL sensitization), % at 10 µM | hit rate 1% among 360,000 | AID 624354, 2012;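 active = compounds causing at least 50% loss of cell viability in the single-dose screen, relative to plate controls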
Shn3 inh set2: reduction of Shn3 3'UTR firefly luciferase signal, primary screen, Schnurri-3 inhibitor project, cell-based, Clone20 osteoblasts, set 2; Clone20 osteoblast Shn3 3'UTR firefly luciferase, 24 h; AID 588674, 2011; hit rate 0.52% among 360,000; inhibition, % at 12.5 µM;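 active = mean inhibition of at least 75% with every replicate also reaching 75%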;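 note: 0% = median of neutral control wells and 100% = pilot-screen positive control compound; some compounds past the cut are filed as inactive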
MITF TRPM1 inh: inhibitors of MITF-dependent TRPM1 promoter reporter, primary screen, cell-based, SK-MEL-5, single point, luciferase; inhibition, % at 12.5 µM; hit rate 0.83% among 330,000; SK-MEL-5 TRPM1 promoter luciferase, 24 h;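 active = mean inhibition across replicates of 60% or more, whatever share of single replicates reaches that level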; note: values of inactives mirror those of a sister screen read the other way
KKLEB cytotox: cytotoxicity in KKLEB CF airway cells, primary screen, cytotoxicity control for CF NF-kB inhibitor project, cell-based, uHTS, fluorescence assay plates. KKLEB CF airway cells viability, ATPlite luminescence, overnight; active compounds read low; cells stimulated with P. aeruginosa culture filtrate. activity change (cytotoxicity), % at 5 µM. hit rate 0.36% among 360,000;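 active = corrected activity change at or below -50% at 5 µM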
Starred values were filed as active, the others as inactive; nt = no result given.

[1] Cc1cc2oc(C(=O)Nc3ccc(S(=O)(=O)Nc4nccs4)cc3)cc(=O)c2cc1Cl
[2] CC(C)n1c2ccccc2c2nnc(SCC(=O)OCN3C(=O)c4ccccc4C3=O)nc21
[3] COc1ccccc1C(=O)NCCSCc1c(F)cccc1Cl
[4] NC(=O)C1CCN(C(=O)c2ccc(CS(=O)(=O)c3c(Cl)cccc3Cl)o2)CC1
[5] COC(=O)C1(C(F)(F)F)N=C(N(C)C)OC(N(C)C)=N1
[6] COCCN(C(=O)COC(=O)c1cc2c(s1)CCCC2)c1c(N)n(Cc2ccccc2)c(=O)[nH]c1=O
[7] CC(=O)NC1=NN(C(C)=O)C(c2cccc([N+](=O)[O-])c2)S1 (stereo not given)
[8] O=C1c2ccccc2C(=O)N1CCC(c1ccccc1)c1ccco1 (stereo not given)
screen / no.	1	2	3	4	5	6	7	8
NR2E3 ag-1	3	-3	-3	-1	-4	-2	1	2
hiPSC survival	-1.0	-0.2	-0.3	0.4	-0.6	2.5	-1.3	7.6
Peg3 promoter	5	17	-61	12	6	19	7	-23
NR2E3 ag-2	9	-39	-15	-35	-4	-14	-12	-29
CF NFkB block	-20	3	1	14	12	7	4	-10
LMP1 NFkB inh	0	-8	-10	6	-5	9	-17	-6
HIF-2a inh	-4	9	-88	-6	17	4	4	-39
C8 TRAIL sens	-3	1	-7	5	18	23	-1	5
Shn3 inh set2	-6	-11	0	11	-23	-3	4	-3
MITF TRPM1 inh	0	5	-12	2	10	12	7	9
KKLEB cytotox	3	-11	-4	-8	0	-8	-17	-5

[9] FC(F)(F)c1ccccc1/C=N/N1CCN(Cc2ccccc2)CC1
[10] CCCOC(=O)C(C)Sc1n[nH]c(=O)[nH]c1=O (stereo not given)
[11] CC1CC(C)(C)CC2(C1)NC(=O)N(CC(=O)Nc1nccs1)C2=O (stereo not given)
[12] CCOC(=O)C1CCCN(CC(O)COc2ccc(OC)cc2C(C)(C)C)C1 (stereo not given)
[13] NS(=O)(=O)c1cccc(NC(=O)COC(=O)CCC2CCCC2)c1
[14] CCN(CC)C(=O)Oc1cc2c(-c3cc4cccc(OC)c4o3)cc(=O)oc2cc1C
[15] COc1ccccc1C(=O)C1CCCN(C(=O)CCn2cnnn2)C1 (stereo not given)
[16] O=C(NP(=O)(N1CCOCC1)N1CCOCC1)C1=C(N2CCOCC2)/C(=C\c2ccccc2)CC1
screen / no.	9	10	11	12	13	14	15	16
NR2E3 ag-1	1	1	2	-1	nt	-1	-2	2
hiPSC survival	-1.0	1.9	0.6	0.0	0.3	1.0	0.3	2.2
Peg3 promoter	-146	10	14	14	3	24	-39	-14
NR2E3 ag-2	-55	-27	-16	-28	-8	-7	3	-3
CF NFkB block	2	-3	-6	14	-10	19	5	2
LMP1 NFkB inh	-15	-9	0	0	-4	5	-4	-1
HIF-2a inh	-187	17	22	13	-2	5	-73	-26
C8 TRAIL sens	-11	-8	-7	-1	-8	18	7	-9
Shn3 inh set2	-15	14	8	-5	-23	25	-2	-3
MITF TRPM1 inh	-21	-20	-11	-1	-6	5	-6	-6
KKLEB cytotox	2	4	8	-11	-4	0	6	0

Next section (3 carried over from the part before).
[14] CCN(CC)C(=O)Oc1cc2c(-c3cc4cccc(OC)c4o3)cc(=O)oc2cc1C
[15] COc1ccccc1C(=O)C1CCCN(C(=O)CCn2cnnn2)C1 (stereo not given)
[16] O=C(NP(=O)(N1CCOCC1)N1CCOCC1)C1=C(N2CCOCC2)/C(=C\c2ccccc2)CC1
[17] COc1ccc(CC(=O)Nc2cc(S(=O)(=O)N3CCOCC3)ccc2N2CCOCC2)cc1OC
[18] O=C(COc1ccc(-n2cnnn2)cc1)Nc1ccc(F)c(F)c1
[19] CCCCNC(=O)C1=C(N)C(C(=O)Nc2ccc(C)c(S(=O)(=O)N3CCCCC3)c2)SC1=Nc1ccc(C)cc1C (stereo not given)
[20] CCn1c(=O)cc(OCC(=O)NCCCN2CCN(c3cccc(Cl)c3)CC2)c2ccccc21
[21] Cn1c(=O)[nH]c(=O)c2c1nc(SCC(=O)O)n2CCOc1ccccc1
[22] O=[N+]([O-])c1c(NCCO)cc(Sc2nc3ccccc3s2)c2nonc12
[23] CNC(=O)Nc1cc(C)nn1C
[24] Cc1ccc(/C(N)=N/OC(=O)/C=C/c2ccccc2)cc1
screen / no.	14	15	16	17	18	19	20	21	22	23	24
NR2E3 ag-1	-1	-2	2	nt	nt	-3	-2	0	2	5	2
hiPSC survival	1.0	0.3	2.2	-0.2	-0.1	3.7	2.2	0.2	-3.3	1.5	0.9
Peg3 promoter	24	-39	-14	5	4	34	5	14	102*	18	-181
NR2E3 ag-2	-7	3	-3	3	-20	9	6	-31	26	9	-68
CF NFkB block	19	5	2	0	0	-5	-16	3	-16	-5	-20
LMP1 NFkB inh	5	-4	-1	6	-11	20	0	-1	-2	7	-36
HIF-2a inh	5	-73	-26	4	-3	12	5	23	87*	6	-170
C8 TRAIL sens	18	7	-9	3	4	1	10	3	20	-6	37
Shn3 inh set2	25	-2	-3	25	12	11	-3	-11	94*	12	-31
MITF TRPM1 inh	5	-6	-6	-2	-5	-3	9	2	34	16	-20
KKLEB cytotox	0	6	0	-7	8	7	-21	0	-3	10	6

[25] Cc1ccccc1CSCCC(=O)NCCc1ccccc1
[26] CC1=C(C(=O)OCC2CCCO2)C(c2ccccc2)C2=C(CC(C)(C)CC2=O)N1 (stereo not given)
[27] O=C1CCCCCCCCCC/C(=N\O)CCCO1
[28] CC1CCN(C(=O)c2ccc(NC(=O)CC3SC(N4CCCC4)=NC3=O)cc2)CC1 (stereo not given)
[29] Cc1cccc(-c2cc(N3CCCN(C)CC3)n3nccc3n2)c1
[30] Cc1ccc(O)c(N=CC2=C(O)c3ccccc3C2=O)c1
[31] CC1CCCC(C)N1C(=O)CSc1nc(N)c(-c2ccccc2)c(=O)[nH]1 (stereo not given)
[32] COc1ccc(C2c3c(ncn(CCCO)c3=N)Oc3ccc4ccccc4c32)cc1 (stereo not given)
screen / no.	25	26	27	28	29	30	31	32
NR2E3 ag-1	-1	2	4	-3	nt	14	2	-4
hiPSC survival	-0.3	1.8	-0.3	0.8	5.6	-3.2	-0.6	-0.5
Peg3 promoter	-16	20	4	-4	10	-261	-10	82*
NR2E3 ag-2	9	-23	-2	6	-16	-49	-4	18
CF NFkB block	17	12	-22	2	-24	-14	-22	8
LMP1 NFkB inh	-4	1	nt	0	nt	-23	4	-3
HIF-2a inh	-6	15	10	14	5	-248	14	18
C8 TRAIL sens	-5	-5	3	9	1	23	-17	18
Shn3 inh set2	22	-13	-31	-1	20	-38	-27	4
MITF TRPM1 inh	5	6	nt	-3	nt	-34	4	26
KKLEB cytotox	-10	-4	7	-14	-2	10	-10	-11

Looked up above.
For NR2E3 ag-1, entry 28 is listed with -3
For LMP1 NFkB inh, entry 31 is listed with 4
For KKLEB cytotox, entry 30 is listed with 10
For LMP1 NFkB inh, entry 25 is listed with -4

Remaining list, next part:
[33] Cc1c(C(=O)O)sc2c1c(=O)n(Cc1ccccc1)c(=O)n2C
[34] CCc1ccc(NC(=O)CSc2nc3ccccc3nc2N2CCCCC2)cc1
[35] O=C(Nc1ccc(C(=O)O)cc1)/C(=C\c1cccc([N+](=O)[O-])c1)NC(=O)c1ccc(Br)o1
[36] CCOc1ccc(N2C(=O)CC(N3CCC(O)(c4ccc(Br)cc4)CC3)C2=O)cc1 (stereo not given)
[37] Cc1cccc(NC(=O)c2cccc3c2C(=O)c2ccccc2-3)c1
[38] CC(C(=O)Nc1nnc(C2CC2)s1)N1C(=O)C2CC=CCC2C1=O (stereo not given)
[39] C#CCn1c(=NC(=O)c2cccs2)sc2cccc(OCC)c21
[40] O=C(CCc1c[nH]c2ccccc12)NCCc1ccccc1
screen / no.	33	34	35	36	37	38	39	40
NR2E3 ag-1	2	1	6	6	-2	0	-1	1
hiPSC survival	-0.1	-0.9	-1.0	-1.4	-0.8	-0.4	5.1	0.7
Peg3 promoter	16	-18	-10	14	28	7	-2	-26
NR2E3 ag-2	-1	-38	19	16	-18	-26	-13	-2
CF NFkB block	-1	8	-16	-11	-16	-3	-7	-9
LMP1 NFkB inh	-2	-35	-4	4	-11	-5	15	-9
HIF-2a inh	28	-50	0	15	-5	5	-33	-64
C8 TRAIL sens	-3	14	-15	1	10	-3	0	-13
Shn3 inh set2	-11	-11	-4	7	1	-3	22	-16
MITF TRPM1 inh	-2	-37	-13	1	8	-4	-21	-9
KKLEB cytotox	14	-2	-4	-4	-2	-13	14	10

[41] O=C(NC1(C(F)(F)F)N=C2SCCN2C1=O)C1CCCCC1 (stereo not given)
[42] CCOc1ccc(NC2c3ccccc3C(=O)N2c2ccc(Cl)cn2)cc1 (stereo not given)
[43] CCC(=O)Nc1cnc(NC(=O)c2cccc(F)c2)cc1C
[44] Cc1cc(-c2n[nH]c(=S)n2-c2ccc(F)cc2)nn1C
[45] CCOC(=O)c1c[nH]n2c(=O)cc(C)nc12
[46] COc1ccc(CCN2C(=O)C3CC(C)=C(C)CC3C2=O)cc1OC (stereo not given)
[47] COc1ccc(S(=O)(=O)NCC(c2cccnc2)N2CCN(c3ccccc3)CC2)cc1C (stereo not given)
[48] COc1ccc(C(=O)COC(=O)c2ccco2)cc1
[49] O=C(O)C1CCCN(S(=O)(=O)c2cccs2)C1 (stereo not given)
[50] Cc1ccccc1C(=O)N1CCN=C1SCc1ccc([N+](=O)[O-])cc1
[51] O=C(Nc1ccc(F)cc1)Nc1ccc2c(c1)CCC2
screen / no.	41	42	43	44	45	46	47	48	49	50	51
NR2E3 ag-1	1	3	-4	5	2	-2	1	1	3	-2	1
hiPSC survival	3.8	0.4	-1.4	1.7	0.2	0.2	4.4	4.0	1.0	1.1	-0.3
Peg3 promoter	-1	-20	-104	8	7	0	4	-227	4	17	-262
NR2E3 ag-2	-11	-37	-108	-9	12	-12	6	-31	-6	-8	-58
CF NFkB block	10	2	-1	-1	-7	4	-8	11	-12	-6	15
LMP1 NFkB inh	4	5	20	19	-1	2	7	-10	-35	6	-23
HIF-2a inh	13	-118	-108	14	14	14	-13	-23	-1	15	-218
C8 TRAIL sens	-9	3	3	-5	-6	10	-2	-6	-5	-19	27
Shn3 inh set2	-6	1	-57	-15	0	-14	10	-70	-17	9	-60
MITF TRPM1 inh	2	nt	-31	-10	-5	-2	6	-56	-4	5	-78
KKLEB cytotox	6	-11	6	9	-3	-3	8	-6	-4	-7	-10

The list is partial (hit frequency here may not be typical).
